M4 ag: agonists of human muscarinic M4 receptor (CHRM4); CHO-K1 hM4/Gqi5, Fluo-8 calcium fluorescence; vehicle 0%, full acetylcholine response 100%; AID 624127; P08173; 0.14% of 360,000 active; activation, % at 3 µM;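 active = activation above the run mean over all test wells plus 3 SD, cut at about 32% in these data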;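 note: peak over basal fluorescence ratio per well then scaled between controls; 0% = DMSO wells and 100% = acetylcholine at EC100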
CHRM5 PAM: positive allosteric modulators of human muscarinic M5 receptor | CHO-K1 hM5, Fluo-8 calcium, ACh EC20 PAM; 0% = ACh EC20, 100% = ACh EC100 | activation, % at 3 µM | 0.3% of 360,000 active;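 active = activation above the run cutoff, the mean activation of all test compounds plus 3 SD, cut at about 18% in these data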
Target sequence (P08912 whole entry, looked up): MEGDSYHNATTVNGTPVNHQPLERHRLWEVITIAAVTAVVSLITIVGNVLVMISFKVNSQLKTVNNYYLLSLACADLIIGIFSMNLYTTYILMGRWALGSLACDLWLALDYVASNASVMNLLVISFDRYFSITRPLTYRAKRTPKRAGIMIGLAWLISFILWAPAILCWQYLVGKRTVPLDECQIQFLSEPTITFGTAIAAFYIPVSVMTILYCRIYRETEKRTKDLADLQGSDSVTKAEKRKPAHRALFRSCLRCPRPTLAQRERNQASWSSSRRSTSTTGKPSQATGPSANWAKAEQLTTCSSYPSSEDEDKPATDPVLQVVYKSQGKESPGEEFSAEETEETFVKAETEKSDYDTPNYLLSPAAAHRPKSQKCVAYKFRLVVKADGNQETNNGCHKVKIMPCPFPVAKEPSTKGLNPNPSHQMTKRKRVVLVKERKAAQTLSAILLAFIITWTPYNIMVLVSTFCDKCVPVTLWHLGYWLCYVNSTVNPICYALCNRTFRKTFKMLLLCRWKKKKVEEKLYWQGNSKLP
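Replicates: One well per compound, no replicates | System: Human M5 receptor in CHO-K1 cells | Benchmarks: Low control EC20 acetylcholine (0%), high control EC100 acetylcholine (100%) | Probe or stimulus: Acetylcholine, EC20 level | Times: Fluo-8 loading 80 min at 37 °C plus 30 min room temperature | Signal: Intracellular calcium via Fluo-8 fluorescence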
CHRM1 PAM: human CHRM1 positive allosteric modulation; P11229; CHO-K1 hM1, Fluo-8 calcium fluorescence, ACh EC20; 0% = ACh EC20, 100% = maximal ACh; activation, % at 3 µM; 0.088% of 360,000 active; in the data active = activation above about 19%, passing the limit was not always enough
Target sequence (P11229 whole entry, looked up): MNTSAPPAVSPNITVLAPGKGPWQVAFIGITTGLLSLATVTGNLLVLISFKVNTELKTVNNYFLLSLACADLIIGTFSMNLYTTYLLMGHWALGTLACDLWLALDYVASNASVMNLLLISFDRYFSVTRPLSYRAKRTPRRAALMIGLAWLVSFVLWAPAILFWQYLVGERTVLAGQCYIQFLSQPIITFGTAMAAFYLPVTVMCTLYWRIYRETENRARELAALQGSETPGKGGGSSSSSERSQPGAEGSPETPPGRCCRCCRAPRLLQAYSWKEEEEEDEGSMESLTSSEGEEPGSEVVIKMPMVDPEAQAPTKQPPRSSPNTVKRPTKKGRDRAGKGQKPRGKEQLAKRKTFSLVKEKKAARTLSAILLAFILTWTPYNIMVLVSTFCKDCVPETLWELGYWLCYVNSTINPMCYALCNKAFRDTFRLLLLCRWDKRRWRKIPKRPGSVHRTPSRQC
M5 antag: antagonists of human muscarinic M5 receptor (CHRM5). inhibition, % at 3 µM. 0.59% of 360,000 active. CHO-hM5 cells, Fluo-8 calcium fluorescence, ACh EC80. P08912. AID 624040;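 active = inhibition above a per-plate cutoff, the mean of that plate's test compounds plus 3 SD, cut at about 27% in these data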;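 note: 0% = acetylcholine EC80 with DMSO and 100% = DMSO without agonist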
M5 ag: agonists of human muscarinic M5 receptor (CHRM5); P08912; CHO-K1 hM5 cells, Fluo-8 calcium fluorescence; 0% DMSO wells, 100% maximal acetylcholine response; activation, % at 3 µM; 0.19% of 360,000 active;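 active = activation above the run's mean over test compounds plus 3 SD, cut at about 23% in these data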;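 note: signal is peak over basal fluorescence ratio across the kinetic read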
CRFR2-BP antag: antagonists of CRF-binding protein/CRF-R2 receptor complex; 0.59% of 350,000 active; AID 588475; HEK293 CRF-R2/CRF-BP, CRF-induced calcium fluorescence; inhibition, % at 11.8 µM;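 active = inhibition of the ligand-induced calcium signal above about 50% at the single tested concentration, limit read from the data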
CRFR2-BP ag: agonists of human CRF-binding protein/CRF-R2 receptor complex; AID 588473; activation, % at 13.2 µM; HEK293 CRF-R2/CRF-BP, calcium dye fluorescence (FLIPR); percent of saturating CRF peptide response; 0.46% of 350,000 active;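 active = activation of at least 50%, plus an integration ratio under a set limit after plate pattern correction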;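 note: plate controls were neutral control wells without compound for no effect and CRF at EC100 for full effect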
CHRM4 antagonist: blocks acetylcholine activation of human M4 receptor | P08173 | CHO-hM4 cells, ACh EC80, Fluo-8 calcium fluorescence | 0.73% of 360,000 active | inhibition, % at 3 µM;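 active = inhibition above its plate's cutoff, the mean inhibition of sample wells plus 3 SD, cut at about 27% in these data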;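 note: 0% = acetylcholine EC80 with DMSO and 100% = DMSO without agonist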
M4 PAM: potentiates acetylcholine response at human M4 receptor. P08173. CHO-K1 hM4/Gqi5, Fluo-8 calcium fluorescence, ACh EC20; 0% = ACh EC20, 100% = maximal ACh. 0.4% of 360,000 active. activation, % at 3 µM;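 active = activation above its plate's cutoff, the mean activation of sample wells plus 3 SD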; note: some results filed as inactive read as strong as hits
* hit, by the source's call; · = no result given. Rows are unselected; about 2.6% have a hit in one of these screens.

SMILES	M4 ag	CHRM5 PAM	CHRM1 PAM	M5 antag	M5 ag	CRFR2-BP antag	CRFR2-BP ag	CHRM4 antagonist	M4 PAM
CCC(C)(C)n1nnnc1C(c1ccccc1F)N1CCN(C(=O)c2ccco2)CC1 (stereo not drawn)	2	1	7	4	-2	0	0.7	-1	3
O=C(O)C(=Cc1cccc([N+](=O)[O-])c1)c1ccccc1	-1	-1	-2	-3	1	-34	0.6	0	6
Cc1cc(OCC(=O)Nc2cccc(S(=O)(=O)N3CCCCC3)c2)ccc1Cl	5	-15	-13	14	2	3	3.1	4	-7
CC(C)CN(C(=O)CC(C)c1ccccc1)c1c(N)n(Cc2ccccc2)c(=O)[nH]c1=O (stereo not drawn)	0	9	16	10	-3	-5	0.3	-4	8
CSC1=NC(=O)/C(=C\c2cccc3ccccc23)S1	3	-1	1	11	1	-18	2.2	-1	0
CN1C2C=C3C(C#N)=C(N)C(C#N)(C#N)[C@@H](c4ccc(Cl)cc4)[C@@H]3C1CC2 (stereo partly drawn)	2	4	4	-3	-9	-1	0.2	3	-5
O=C(Cn1nnc(-c2ccccc2Cl)n1)NCc1ccc2c(c1)OCO2	1	-3	14	-11	0	15	0.2	-2	0
Cc1cc(C)nc(SCC(=O)Nc2nccs2)n1	0	-3	1	12	-2	3	-0.7	-5	4
CCOC(=O)C(C#N)(Cc1cc(OC)cc(OC)c1)Cc1cc(OC)cc(OC)c1	1	-5	3	7	-1	-2	1.0	3	-3
COc1ccc(C(=O)NNC(=O)C(=O)NC(C)c2ccccc2)cc1OC (stereo not drawn)	1	-1	12	-1	-3	-2	-1.4	-6	15
Cc1cc(C)nc(Nc2nc(C)c3cc4c(cc3n2)OCO4)n1	0	-2	4	0	1	-1	-0.3	2	-6
O=C(C1CCCN(c2ncnc3c2nc2n3CCCCC2)C1)N1CCCCC1 (stereo not drawn)	0	-2	0	3	0	3	-0.5	0	-2
COc1ccc(-n2nc(C(=O)NCC(=O)NC3CCCCCC3)c3ccccc3c2=O)c(OC)c1	0	0	9	7	1	14	-1.5	2	1
O=c1c2ccccc2nc(SCc2ccc(F)cc2Cl)n1CCCN1CCOCC1	-1	4	9	-5	-6	12	3.7	-21	-12
Cc1ccc(C(=O)NCCN2CCOCC2)cc1C	1	13	14	-12	4	6	-1.2	-8	0
O=C(O)c1cnn2c1NC(c1cccs1)CC2C(F)(F)F (stereo not drawn)	2	-5	8	-14	-1	5	0.0	0	9
NC(=O)c1cc(Sc2ccccc2)nc2ccccc12	3	10	9	6	-1	15	0.1	-17	5
Cn1c(=O)c2c(O)cc(=O)n(-c3ccccc3)c2n(C)c1=O	-1	-8	-4	9	-1	12	-2.0	0	-3
O=C(NCc1ccccc1)NS(=O)(=O)c1ccccc1Cl	1	-2	15	1	0	4	-2.0	-4	16
O=C(CCc1ccccc1)Nc1cc(S(=O)(=O)N2CCOCC2)ccc1N1CCCC1	2	0	10	9	-6	11	-1.1	6	-1
Cc1cc2ncc(S(=O)(=O)c3ccccc3)c(N)n2n1	2	5	6	10	-3	2	-1.6	3	7
CCOC(=O)c1ccc(-c2c(-c3ccccc3OC)sc3ccc(OC)cc23)cc1F	2	7	9	-5	4	5	4.7	-13	12
Cc1cc(=O)n2nc(N3CCC(C(=O)N4CCN(C)CC4)CC3)sc2n1	1	5	3	-3	2	-10	-1.0	-8	4
Cn1c(SCC(=O)OC2CCCCC2)nnc1-c1ccc(S(=O)(=O)N2CCCC2)cc1	3	-4	2	2	0	10	-1.0	5	1
CC[C@@]12C(=O)N(c3cccc(F)c3)C(=O)N1[C@H](c1ccc(F)cc1)[C@@H]1C(=O)N(C3CCCCC3)C(=O)[C@@H]12	1	-2	-1	4	1	-14	-0.1	10	-1
COc1ccc(CCNC(=O)CSCc2ccc(F)cc2)cc1OC	3	0	0	1	-3	12	-3.3	-2	8
CSc1ccc(Cn2c(C)c(C(=O)NCCC#N)sc2=O)cc1	3	1	1	-1	2	·	·	4	3
O=C(Nc1nc2ccc(F)cc2s1)C1CCN(S(=O)(=O)c2cc([N+](=O)[O-])ccc2Cl)CC1	10	-18	-22	44*	-2	2	-0.5	27*	-6
O=C(Cn1c2ccccc2c(=O)c2ccccc21)Nc1ccccc1F	-1	-1	2	0	-1	19	1.0	11	-6
O=c1oc2ccccc2c(Nc2ccc(O)cc2)c1[N+](=O)[O-]	2	-1	3	-5	-1	11	-0.2	6	1
CC1=NN(C(=O)c2ccc(Cn3cc([N+](=O)[O-])cn3)cc2)C(O)(C(F)(F)F)C1 (stereo not drawn)	5	-4	6	-1	4	18	11	-2	1
O=C1CCN(Cc2ccccc2)CCN1[C@H](COc1ccccc1)c1ccccc1	5	-2	-2	4	-2	-8	-0.3	-10	4
COc1ccc(N2CC(NC(=O)N3CCc4ccccc43)CC2=O)cc1OC (stereo not drawn)	3	0	1	2	-1	0	-1.2	17	-4
Cc1cc(C)c(OCC(=O)Nc2ccccc2N2CCCCC2)c(C)c1	5	-2	11	5	1	-3	2.3	-22	6
CCc1sc(C(=O)Nc2cccc(-n3cnnn3)c2)cc1C	2	1	3	8	-2	3	0.3	7	0
C=CCNC(=O)c1cc(-c2ccccc2O)on1	1	7	1	-5	0	11	-4.0	-13	4
c1ccc(CCNc2ccccn2)nc1	1	-1	15	10	-1	6	-0.1	0	2
O=C(COC(=O)c1ccccc1F)NNC(=O)c1ccccc1	0	6	7	-1	-1	6	-0.7	-7	-2
C/C(=N\NC(=O)c1c(Cl)cnn1C)c1cccnc1	1	3	14	-2	-2	-9	-0.5	5	1
COC(=O)[C@]12CCCCC=C1N(Cc1ccccc1)C(=O)[C@H](CC(=O)N1CCC(c3ccccc3)CC1)C2	13	-12	·	3	1	·	·	-2	0
COc1cccc(C2=NN(C(=O)c3ccco3)C(O)(C(F)(F)F)C2)c1 (stereo not drawn)	1	11	4	-5	-3	16	-3.0	1	9
CCOc1ccc(C(=O)N/N=C(\c2ccccc2)c2ccccn2)cc1	3	5	9	-7	-7	13	-0.5	-8	2
Cc1cccc(C)c1N(CC(=O)N1CCCC1)S(C)(=O)=O	1	17	8	1	-6	5	-1.4	-2	0
CCOC(=O)/C(N=Nc1cc(C(=O)O)cc(C(=O)O)c1)=C(\O)CCl	0	-5	15	6	2	-6	-0.4	2	1
CC1CCCN(C(=O)c2ccccc2OC2CCN(S(C)(=O)=O)CC2)C1 (stereo not drawn)	1	5	1	-3	0	-6	1.6	-7	-3
COc1ccccc1CC(=O)Nc1ccc(S(=O)(=O)N2CCOCC2)cc1	2	-5	11	21	-2	-7	0.4	-1	-6
COc1ccc(CCNC(=O)C2CCN(C(=O)c3cccc(Cl)c3)CC2)cc1OC	1	0	3	2	0	0	0.0	4	-3
O=C(NCCCN1CCC(Cc2ccccc2)CC1)C1CCN(S(=O)(=O)N2CCC3(CC2)OCCO3)CC1	1	-2	-1	-1	-11	-7	-0.1	0	1
COCCNC(=O)CCN1N=C(c2ccccc2)CCC1=O	-1	3	4	-5	-2	-22	-0.7	1	3
Cc1cccc(N2CCN(C(=O)NCc3ccc(F)cc3)CC2)c1C	8	-2	-7	8	0	16	0.2	-9	2
(more compounds)
SMILES	M4 ag	CHRM5 PAM	CHRM1 PAM	M5 antag	M5 ag	CRFR2-BP antag	CRFR2-BP ag	CHRM4 antagonist	M4 PAM
COCCNc1nnc(SCC(=O)NNC(=O)c2ccco2)s1	0	9	5	-1	2	5	0.1	9	3
CCOc1ccc(OCC)c(NC(=O)CN2CCN(c3cccc(C)c3)C(C)C2)c1 (stereo not drawn)	0	0	9	-1	-3	24	1.1	-10	6
c1ccc(-c2nc(-c3ccncc3)n[nH]2)nc1	1	-1	2	4	0	-4	3.2	21	12
CN(C)/C(CN1CCN(C=O)CC1)=C1\N=C(c2ccccc2)OC1=O	7	0	-6	-3	5	6	-0.1	-6	5
N#Cc1cccc(C#N)c1NCC1CCCO1 (stereo not drawn)	0	-2	-1	6	-1	-13	3.0	-16	5
Cc1c(NC(=O)c2cccc(NC(=O)Cc3ccc(F)cc3)c2)c(=O)n(-c2ccccc2)n1C	0	5	7	14	-2	24	0.3	-7	8
CC(NC(=O)C1CCN(S(=O)(=O)c2ccc(Br)s2)CC1)c1ccccc1 (stereo not drawn)	6	3	7	5	0	10	0.6	2	-6
CN(CC(=O)Nc1ccccc1Cl)C(=O)c1cc(C2CC2)nn1-c1ccccc1	21	-19	-7	6	-2	5	-1.8	-24	-5
COc1cc(/C=C/C(=O)Nc2ccc(C(C)=O)cc2)cc(OC)c1OC	2	-3	10	2	2	-28	-3.9	-2	6
CC1CCCC(n2c(=S)[nH]c3ccccc3c2=O)C1C (stereo not drawn)	-1	-7	-5	-4	-3	-43	0.4	0	0
CC(=O)Nc1cc2nc(C)n(Cc3ccccc3)c2nc1C	1	-1	4	0	-3	1	0.4	4	-2
CN(Cc1ccccc1)C(=O)CSc1n[nH]c(N)n1	1	9	19	-4	-2	-3	-1.1	-17	12
O=C(CN1C(=O)C2CC=CCC2C1=O)Nc1nc(-c2ccc(F)c(F)c2)cs1 (stereo not drawn)	24	-31	-15	11	-2	-14	1.2	7	-10
COc1ccc(CC(=O)Nc2c(C(N)=O)oc3ccccc23)cc1	18	-12	-12	7	1	-3	-1.5	-2	-8
CCOC(=O)C1=C(N)OC(C)=C(C#N)C1c1ccco1 (stereo not drawn)	1	-3	6	2	-2	12	-0.2	-7	7
COc1ccc(CC(=O)OC(C)C(=O)Nc2c(C)n(C)n(-c3ccccc3)c2=O)cc1OC (stereo not drawn)	1	2	11	14	-1	-7	-0.1	-1	6
CCOc1cc(N2CCOCC2)c(OCC)cc1NC(=O)C(NC(=O)c1c(F)cccc1F)C(C)C (stereo not drawn)	-1	5	-6	-3	2	-4	-0.3	1	4
Cc1cccc(NC(=O)CSc2nnc(CNC(=O)c3cccs3)o2)c1C	1	1	5	0	-3	5	-2.3	4	-5
CS(=O)(=O)c1ccccc1-c1nnc(NC(=O)Cc2ccccc2)o1	1	9	17	-5	-2	-10	-0.1	-1	-5
COC(=O)[C@@H](NC(=O)NC1CCCc2ccccc21)C(C)C (stereo partly drawn)	0	4	13	7	-4	0	-0.8	6	2
FC(F)(F)c1cc(Cl)c2nc(-c3ccccc3)c(Cc3cccc(Cl)c3)n2c1	-2	-1	·	-5	-2	·	·	-10	5
O=C(CCn1c(=O)oc2ccccc21)N1CCN(C(c2ccccc2)c2ccccc2)CC1	4	-41	-8	-2	-11	-2	0.6	-16	-9

Looked up one by one from the entries so far (five):
SMILES	M4 ag	CHRM5 PAM	CHRM1 PAM	M5 antag	M5 ag	CRFR2-BP antag	CRFR2-BP ag	CHRM4 antagonist	M4 PAM
Cc1c(NC(=O)c2cccc(NC(=O)Cc3ccc(F)cc3)c2)c(=O)n(-c2ccccc2)n1C	0	5	7	14	-2	24	0.3	-7	8
COc1cc(/C=C/C(=O)Nc2ccc(C(C)=O)cc2)cc(OC)c1OC	2	-3	10	2	2	-28	-3.9	-2	6
CC1CCCN(C(=O)c2ccccc2OC2CCN(S(C)(=O)=O)CC2)C1 (stereo not drawn)	1	5	1	-3	0	-6	1.6	-7	-3
C=CCNC(=O)c1cc(-c2ccccc2O)on1	1	7	1	-5	0	11	-4.0	-13	4
CN(C)/C(CN1CCN(C=O)CC1)=C1\N=C(c2ccccc2)OC1=O	7	0	-6	-3	5	6	-0.1	-6	5

Screening results (PubChem BioAssay)
